RAD52 inh = inhibitors of human RAD52 DNA annealing | recombinant RAD52 DNA annealing, FRET fluorescence | inhibition, % at 18.7 µM | 360,000 tested, 0.46% active | AID 651710;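 active means every replicate showing at least 50% inhibition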
E-sel inducer = induces E-selectin expression in human endothelial cells. HUVEC E-selectin immunofluorescence imaging; normalized: neutral wells 0, TNF-alpha wells 100. activation, % at 7.58 µM. 260,000 tested, 0.37% active;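 active means mean E-selectin-positive cell signal at least 10% of the positive control, reached in at least 60% of replicates, without over 20% cell loss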;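 further: in these data hits start at about 27%; measured in HUVEC primary endothelial cells; signal is the percent of cells scored E-selectin positive by PE staining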
Target sequence (P16581 whole entry, looked up): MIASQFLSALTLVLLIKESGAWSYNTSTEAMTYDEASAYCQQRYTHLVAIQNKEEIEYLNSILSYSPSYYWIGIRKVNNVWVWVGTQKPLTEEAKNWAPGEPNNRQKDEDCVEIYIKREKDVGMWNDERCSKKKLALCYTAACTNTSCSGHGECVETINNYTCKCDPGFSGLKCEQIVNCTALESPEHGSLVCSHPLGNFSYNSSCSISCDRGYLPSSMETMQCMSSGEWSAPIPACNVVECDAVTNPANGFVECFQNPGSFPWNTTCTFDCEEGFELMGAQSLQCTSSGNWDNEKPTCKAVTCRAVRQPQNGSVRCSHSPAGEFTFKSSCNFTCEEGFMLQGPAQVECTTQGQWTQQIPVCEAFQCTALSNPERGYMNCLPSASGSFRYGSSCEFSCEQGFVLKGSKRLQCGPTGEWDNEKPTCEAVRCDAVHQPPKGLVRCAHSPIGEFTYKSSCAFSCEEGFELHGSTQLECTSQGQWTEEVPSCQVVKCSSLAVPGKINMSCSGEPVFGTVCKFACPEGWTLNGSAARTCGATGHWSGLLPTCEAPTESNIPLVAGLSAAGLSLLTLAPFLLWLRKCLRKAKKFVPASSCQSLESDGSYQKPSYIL
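material = human umbilical vein endothelial cells (HUVEC), E-selectin induction | quantity = 3,000 cells/well | medium = EGM-2 growth medium on 0.1% gelatin-coated wells | technique = immunofluorescence imaging | read-out basis = % PE-positive cells | control set = TNF-alpha positive control, DMSO neutral control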
EWS-Fli inh = blocks EWS/Fli oncoprotein-driven transcription. AID 651661. A673 NR0B1-luciferase reporter, viability-normalised. 350,000 tested, 0.67% active. inhibition, % at 12.6 µM;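 active means mean inhibition of at least 50% after viability correction, with every replicate also passing that limit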;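 further: firefly luciferase signal divided by Alamar Blue viability fluorescence both relative to DMSO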
Xi reactivation = reactivates the inactive X chromosome in mouse fibroblasts | 360,000 tested, 0.055% active | activation, % at 7.58 µM | XiGFP mouse fibroblasts, % GFP-positive cells imaging, 3 d; cells co-treated with 5-aza-dC sensitizer; scaled so ellipticine positive control = 100%;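 active means mean normalized replicate activation at least 10% and every replicate at or above 10%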;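 further: 0% = median of on-plate neutral control wells and 100% = ellipticine 6 µM median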
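System: 68-5-11 XiGFP fibroblast line | Buffer or medium: DMEM containing 5-aza-dC | Compound: Single point | Times: Compounds 3 days, fix/stain 15 min at room temperature | Benchmarks: Positive control ellipticine, 6 µM final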
S100A4 inh HTS = S100A4-myosin IIA interaction inhibition; inhibition, % at 10.7 µM; 360,000 tested, 0.14% active; S100A4/TAMRA-MyoIIA peptide fluorescence polarization; P26447;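 active means mean inhibition of at least 70% across replicates, with every replicate also reaching that level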
Target sequence (P26447 whole entry, looked up): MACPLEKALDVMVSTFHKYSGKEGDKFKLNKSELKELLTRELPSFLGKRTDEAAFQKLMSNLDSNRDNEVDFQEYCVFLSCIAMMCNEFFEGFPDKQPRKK
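Test system: S100A4 monomer protein. Medium: HEPES buffer with Ca2+, pH 7.2. Reagent: fluorescent myosin IIA peptide, 5 nM. Compound dosing: single-point compound testing. Timing: 5 min between mix addition and reading. Benchmarks: DMSO neutral and TFP positive wells.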
FN deposit inh = fibronectin deposition inhibition; AH1F fibroblasts, Alexa488-fibronectin deposition fluorescence, overnight; inhibition, % at 12.6 µM; 350,000 tested, 0.086% active;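 active means mean inhibition across replicates of 30% or more, regardless of how many single replicates reach that level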;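 further: positive control wells lacked labelled fibronectin entirely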
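Test system: AH1F fibroblast monolayer depositing Alexa488-labelled fibronectin into matrix. Input: 10000 cells per well. Technique: fluorescence, ex 485 nm, em 525 nm. Buffer or medium: DMEM plus 2% serum, read in PBS. Timing: 1 h cell adhesion before compound, then overnight fibronectin incubation. Compound: single dose, pinned. Read-out basis: inhibition from reduced deposited-fibronectin fluorescence.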
esBAF inh = inhibitors of esBAF chromatin remodeling in mouse ES cells. reporter increase, % at 12.5 µM. Bmi1-luciferase knock-in reporter, 24 h; 100% = twice the neutral-well signal. 350,000 tested, 2% active; in the data active means activation above about 40%;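 further: 0% = median of the plate's neutral control wells and 100% = double that signal; a rise in the Bmi1 reporter signal indicates esBAF inhibition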
RAD54 branch = blocks human RAD54 Holliday junction branch migration | Q92698 | FAM/BHQ fluorescence | inhibition, % at 10.4 µM | 360,000 tested, 0.14% active | AID 602329;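 active means mean normalized replicate activity at least 40 and at least half of replicates scoring 40 or more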;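 further: 0% = median of neutral control wells and 100% = median of positive control wells; inhibitors cause a drop in the FAM fluorescence signal; in these data hits start at about 50%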
Starred values were filed as active, the others as inactive; · = not tested or not shown; & = joins results of further samples.

SMILES | RAD52 inh | E-sel inducer | EWS-Fli inh | Xi reactivation | S100A4 inh HTS | FN deposit inh | esBAF inh | RAD54 branch
C[C@H](CO)N1C[C@H](C)[C@@H](CN(C)Cc2ccc3c(c2)OCO3)Oc2c(NS(=O)(=O)c3ccc(F)cc3)cccc2C1=O | 1 | · | -3 | 1.3 | -8 | · | -5 | 5
O=C(Nc1ccccc1)C1=C[C@H](c2coc3ccccc3c2=O)C[C@H](OCCCCO)O1 | -18&-40 | -0.2 | -5&-1 | 0.0 | 2&-4 | 8 | -6 | -8&3
COC(=O)C1=C(C)N(C)C(=NCc2ccccc2C(F)(F)F)NC1CCc1ccccc1 (stereo not given) | 10 | -0.1 | -5 | 0.3 | -4 | 7 | · | ·
COc1ccc(C2(C)NC(=O)N(CC3CCCCC3)C2=O)cc1 (stereo not given) | -4 | 0.3 | 5 | 0.0 | -3 | 0 | -3 | 5
O=C(NCC1CCCO1)C(c1ccccn1)N(Cc1ccccc1Cl)C(=O)CN1C(=O)c2ccccc2S1(=O)=O (stereo not given) | -8 | · | 15 | 0.1 | -3 | -11 | 8 | 0
COc1ccc(CN2C(=O)C(CC(=O)NCCCCc3ccccc3)CC(C(=O)N(C(C)C)C(C)C)=C2C)cc1 (stereo not given) | -9 | -1.9 | 8 | 0.2 | -3 | · | -5 | 10
CCCNC(=O)c1cc2c(c(-c3cccc(-c4cccc(OC)c4)c3)n1)[C@@H](CCO)N([S@](=O)C(C)(C)C)C2 | 11 | 0.4 | 15 | -0.1 | -23 | 17 | 5 | -4
O=C(CSc1nc(O)c(C(c2ccccc2)c2ccccc2)c(=O)[nH]1)N1CCOCC1 | -12 | · | 12 | 0.0 | -1 | · | -6 | 1
COc1ccc(N2CC(C(=O)O)CC2=O)cc1 (stereo not given) | 1 | · | -2 | · | 4 | · | -4 | -4
COCCNC(=O)/C(C#N)=C/c1ccccc1Br | -11 | · | 6 | 0.0 | -3 | 1 | · | ·
N#C[C@H]1[C@H](c2ccccc2)[C@H](CO)N1S(=O)(=O)Cc1ccccc1 | 2 | 0.9 | -2 | -0.1 | -7 | -3 | -6 | -2
CCCCn1c(N)c(N(CC(C)C)C(=O)c2ccc(N3C(=O)CCC3=O)cc2)c(=O)[nH]c1=O | -4 | 2.6 | 1 | 0.0 | -7 | 5 | · | ·
CCCCC(Sc1nc(N)c(NC(=O)c2ccc(OC)cc2)c(=O)[nH]1)C(=O)O (stereo not given) | -10 | · | 5 | 0.0 | -2 | 11 | 0 | -10
CCCC(=O)Nc1ccc(-c2csc(NNC(C)=O)n2)cc1 | -8 | · | -1 | 0.3 | -2 | 2 | · | ·
C[C@H]1CCCCO[C@H](CN(C)Cc2ccccc2)[C@@H](C)CN([C@@H](C)CO)C(=O)c2cc(NS(=O)(=O)c3ccccc3)ccc2O1 | 26 | -0.4 | -4 | 0.1 | -2 | · | 2 | 5
C[C@H](CO)N1C[C@H](C)[C@H](CN(C)C(=O)c2ccccn2)Oc2ncc(C#Cc3ccccn3)cc2C1=O | -20 | 0.1 | 4 | 0.1 | 8 | · | -5 | -6
CC(C)N(Cc1ccccc1)C(=O)CN1c2cccc3cccc(c23)S1(=O)=O | -15 | -1.0 | 7 | 0.0 | 0 | · | -14 | 8
O=C1c2ccccc2C2(c3ccccc3)NCCCN12 (stereo not given) | 10 | · | -10 | 0.0 | 7 | 1 | · | ·
CCN(CC)c1ccc2cc(C(=O)O)c(=O)oc2c1 | · | -2.5 | · | · | · | -13 | 13 | -9
C[C@@H]1CN([C@@H](C)CO)C(=O)c2c(c3ccccc3n2C)-c2ccccc2CO[C@H]1CN(C)C(=O)c1ccncc1 | 7 | -0.4 | -2 | -1.1 | 1 | -18 | 4 | 9
C[C@H](CO)N1C[C@H](C)[C@@H](CN(C)Cc2ccc(Cl)c(Cl)c2)Oc2c(NS(=O)(=O)c3ccc(F)cc3)cccc2C1=O | 12&-5 | 0.1&0.5 | 10&7 | 0.3&0.0 | -4&-3 | 3&-16 | 0&9 | -11&1
C[C@H](CO)N1C[C@H](C)[C@H](CN(C)S(=O)(=O)c2ccc(F)cc2)Oc2ncccc2C1=O | -2 | 0.1 | -10 | -1.0 | 4 | -13 | -6 | 3
O=C(CCc1nc2ccccc2s1)OCC(=O)c1ccc[nH]1 | -12 | 0.0 | 0 | 0.0 | -34 | -2 | 2 | -7
O=c1[nH]c(Cc2cccc(C(F)(F)F)c2)nc2ccccc12 | -12 | 0.2 | -5 | 0.0 | -6 | 1 | -6 | ·
CCOc1ccc(-c2nnn(CC(=O)c3ccc4c(c3)OCCO4)n2)cc1 | -15 | · | -4 | · | -21 | · | -10 | 3

Single records, as listed above.
Results for C[C@H](CO)N1C[C@H](C)[C@H](CN(C)C(=O)c2ccccn2)Oc2ncc(C#Cc3ccccn3)cc2C1=O = RAD52 inh: -20; E-sel inducer: 0.1; EWS-Fli inh: 4; Xi reactivation: 0.1; S100A4 inh HTS: 8; FN deposit inh: ·; esBAF inh: -5; RAD54 branch: -6
Results for O=C(NCC1CCCO1)C(c1ccccn1)N(Cc1ccccc1Cl)C(=O)CN1C(=O)c2ccccc2S1(=O)=O (stereo not given) = RAD52 inh: -8; E-sel inducer: ·; EWS-Fli inh: 15; Xi reactivation: 0.1; S100A4 inh HTS: -3; FN deposit inh: -11; esBAF inh: 8; RAD54 branch: 0

Next section:
SMILES | RAD52 inh | E-sel inducer | EWS-Fli inh | Xi reactivation | S100A4 inh HTS | FN deposit inh | esBAF inh | RAD54 branch
CNC(=O)C[C@@H]1CC[C@H]2[C@@H](COc3ccc(NC(=O)NC4CCCC4)cc3C(=O)N2C)O1 | -4 | 0.1 | -5 | 0.2 | 3 | -10 | -2 | 1
O=C(Nc1nnc(SCC(=O)N2CCCC2)s1)C1CC(=O)N(c2ccccc2)C1 (stereo not given) | 5 | -0.4 | -3 | 0.0 | 0 | -1 | -8 | -4
Cc1cccc(C2=N/C(=C\c3cccs3)C(=O)O2)c1 | -29 | 5.0 | 11 | 0.1 | -6 | -5 | · | ·
COc1ccccc1-c1ccc2n(c1=O)C[C@H]1[C@H](CO)[C@@H](C(=O)NC3CCC3)N(C(C)=O)[C@@H]21 | -4 | -0.6 | 2 | 0.0 | 4 | · | 1 | -14
O/N=C1\CCCc2ccc3ccccc3c21 | -7 | · | 6 | 0.2 | 2 | -6 | · | 17
Cc1cccc(NC(=S)Nn2cnnc2)c1C | -2 | · | 11 | 0.0 | 4 | 3 | · | ·
O=C(COc1ccc(Cl)cc1)NNC(=O)c1ccncc1 | -6 | 6.9 | -5 | 0.0 | 1 | 0 | 1 | -3
CN1C(=O)c2cc(NC(=O)Nc3ccccc3Cl)ccc2OC[C@@H]2O[C@H](CC(=O)O)CC[C@@H]21 | · | -0.1 | 8 | 0.0 | · | -13 | -5 | -6
O=C(CNCc1ccccc1)Nc1ccc(F)cc1 | -128 | 0.5 | 2 | 0.1 | -2 | -8 | 21 | -14
O=C(Nc1nc2ccccc2n1CCOc1ccc(Cl)cc1)c1ccco1 | -18 | · | -4 | -0.3 | -1 | 7 | -13 | 9
O=C1NC[C@@H](CCCCN2C[C@H](Cc3ccc(O)cc3)N(CCc3ccccc3)C(=O)C2=O)N(CCc2ccc(O)cc2)C1=O | -5 | -0.3 | -8 | 0.1 | -7 | · | · | ·
COc1ccc(OC)c(C2=NS(=O)(=O)N(C)C(C(=O)N3CCC4(CC3)OCCO4)=C2)c1 | -14 | -0.1 | · | 0.0 | 5 | 4 | -1 | 0
CC(=O)c1cccc(NC(=O)CN(c2ccccc2F)S(C)(=O)=O)c1 | -10 | · | 2 | · | 3 | · | 0 | 0
Cn1ccnc1SCC(=O)Nc1ccc(Cl)cn1 | 0 | · | -13 | -0.1 | -4 | -29 | 7 | ·
COc1ccc(N(CC2CO2)S(=O)(=O)c2ccc(C)cc2)cc1 (stereo not given) | -24 | · | 7 | 0.0 | -2 | 4 | -2 | 3
Cc1ccc(S(=O)(=O)N(C)C[C@@H]2Oc3ncc(-c4cc5ccccc5o4)cc3C(=O)N([C@H](C)CO)C[C@@H]2C)cc1 | 15 | 0.0 | 12 | 0.0 | 10 | · | 14 | -7
O=C(C[C@H]1CC[C@@H]2[C@H](COC[C@@H](O)CN2S(=O)(=O)c2cccc(F)c2)O1)Nc1ccc(-c2ccccc2)cc1 | 9 | 1.9 | -78 | 0.4 | 4 | 1 | -4 | 12
CCCCCNC(=O)C(c1ccncc1)n1c(=O)c(-c2ccco2)nc2ccccc21 (stereo not given) | -11 | 0.6 | -18 | 0.3 | 0 | 8 | · | ·
O=C([C@H]1[C@H](CO)[C@H]2Cn3c(ccc(C4=CCCC4)c3=O)[C@@H]1N2)N1CCCCC1 | -3 | 0.0 | 1 | 0.5 | · | · | 1 | -3
CC(C)C1C(=O)N(Cc2cn(Cc3ccco3)nn2)CCS(=O)(=O)N1Cc1ccc(-c2ccc(Cl)cc2)cc1 (stereo not given) | -19 | -0.2 | 8 | 0.2 | -4 | -1 | 16 | -2
CCNC(=S)N1CCN(c2nc(-c3cccc(OC)c3)cs2)CC1 | -15 | · | -7 | 0.1 | -3 | 4 | 4 | 3
O=S1(=O)C[C@H](N2CCN(CC3CC3)CC2)[C@@H](COCc2ccccc2)N1 | -10 | · | -4 | 0.2 | 0 | · | -1 | 14
COc1ccc(S(=O)(=O)N[C@H]2CC[C@H](CCn3cc(-c4ccccc4F)nn3)O[C@H]2CO)cc1 | 13 | -0.3 | 1 | 0.0 | -1 | -14 | 0 | 1
CC(C)(C)c1ccc(OCc2nnc(SCC(N)=O)n2N)cc1 | -14 | 1.3 | -1 | 0.0 | -13 | -8 | · | ·
Cc1c(NC(=O)C(C)OC(=O)c2cc(-c3cccc4ccccc34)nc3ccccc23)c(=O)n(-c2ccccc2)n1C (stereo not given) | -22 | · | 5 | 0.1 | -3 | 1 | · | ·
Further compounds:
SMILES | RAD52 inh | E-sel inducer | EWS-Fli inh | Xi reactivation | S100A4 inh HTS | FN deposit inh | esBAF inh | RAD54 branch
NS(=O)(=O)c1ccc(CCNC(=O)c2cnccn2)cc1 | -9 | 0.1 | -1 | 0.3 | 2 | -4 | -12 | -2
COC(=O)C[C@H]1CC[C@@H]2[C@H](COc3ccc(NC(=O)Nc4cccc(C#N)c4)cc3C(=O)N2C)O1 | -11 | 0.4 | 24 | 0.0 | -6 | -3 | -8 | 6
COc1ccc(C2(OC)Oc3cc(OC)ccc3C(=O)C2(O)OC)cc1 (stereo not given) | -7 | · | 0 | -0.2 | -6 | 8 | · | ·
CCC(=O)N1CC2(CN(C(=O)Cc3ccccc3)C2)c2c(n(C)c3cc(OC)ccc23)[C@H]1CO | -4 | -0.3 | -9 | 0.3 | 1 | · | · | ·
CN1CCN(C(=O)C[C@@H]2CC[C@H]3[C@@H](COC[C@H](O)CN3C(=O)Cc3ccccc3)O2)CC1 | 1 | 0.0 | 1 | 0.4 | 3 | 6 | 8 | -3
O=C1C2C3C=CC(C2C(=O)N1C1CCCCC1)C1C2C(=O)N(C4CCCCC4)C(=O)C2C31 (stereo not given) | -13 | · | 0 | 0.0 | -5 | -1 | · | -12
COC(=O)c1c(NC(=O)Cc2ccc(OC)c(S(=O)(=O)N3CCOCC3)c2)sc(C)c1C | -18 | 0.0 | 8 | 0.0 | -2 | 4 | · | ·

Compound activity as filed in PubChem BioAssay.
